Source: PubChem BioAssay (several laboratories)
SF1 activator: activators of human nuclear receptor SF-1; AID 522; CHO-K1 Gal4-SF-1 LBD luciferase reporter; % increase over DMSO SF-1-specific signal; 65,000 tested, 1.9% active; activation, % at 10 µM;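 active = activation above the mean activation of all tested compounds plus 3 SD, cut at about 50% in these data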
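Test system: CHO-K1 cells co-transfected with Gal4 DBD–human SF-1 LBD, 5xGal4 luciferase reporter. Quantity: 4,000 cells per well. Compound: 10 µM only. Incubation: compound added 1 h post-seeding, 20 h exposure at 37 °C, 5% CO2. Detection: SteadyLite luciferase luminescence. Replication: one test per compound.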
HTR1E agonist: agonists of human 5-HT1E serotonin receptor. CHO 5-HT1E Ga15 NFAT-bla reporter, FRET; 0% DMSO wells, 100% control agonist wells. activation, % at 6 µM. 65,000 tested, 0.69% active. AID 574;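 active = activation above a set limit, the screen-wide mean activation plus 3 SD, cut at about 8.5% in these data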;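 also: 100% = positive control agonist at 1 µM giving full maximal response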
tolC growth inh: E. coli tolC mutant growth inhibition; 65,000 tested, 2.2% active; growth inhibition, % at 10 µM (by protocol); E. coli BW25113 tolC mutant growth, OD615; AID 573;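 active = growth inhibition at or above a cutoff equal to the mean over every tested compound plus 3 SD, cut at about 60% in these data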;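 also: growth measured after 20 h incubation at 37 °C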
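Test system: E. coli BW25113 ΔtolC::kan bacteria; incubation: 37 °C, 20 h exposure; medium: LB broth supplemented with 50 µg/mL kanamycin; read-out basis: percent growth inhibition; signal: A615 absorbance measurement; compound: 10 µM final, single dose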
S1P3 agonist: activates the human S1P3 receptor | 60,000 tested, 0.1% active | S1P3 NFAT-BLA reporter cells, agonism, FRET ratio; relative to 1 µM S1P, basal subtracted | activation, % at 4.5 µM | AID 373;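 active = activation above the screen-wide mean plus 3 SD, cut at about 4.5% in these data, passing the limit was not always enough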; also: some compounds called inactive have numbers as strong as hits
Target sequence (Q99500 whole entry, looked up): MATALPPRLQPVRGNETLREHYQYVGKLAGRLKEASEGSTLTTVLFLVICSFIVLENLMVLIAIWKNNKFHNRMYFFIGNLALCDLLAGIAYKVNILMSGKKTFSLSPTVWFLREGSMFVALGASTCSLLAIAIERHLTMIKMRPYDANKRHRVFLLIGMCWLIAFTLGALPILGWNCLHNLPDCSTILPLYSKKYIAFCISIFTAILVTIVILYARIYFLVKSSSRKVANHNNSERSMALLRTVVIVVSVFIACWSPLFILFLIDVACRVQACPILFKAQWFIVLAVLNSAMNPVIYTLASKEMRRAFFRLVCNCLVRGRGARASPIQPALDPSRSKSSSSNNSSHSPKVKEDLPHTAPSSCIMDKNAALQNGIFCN
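Assay system: stable CHO line with human S1P3, Gα16, NFAT-BLA reporter; Detection: FRET β-lactamase substrate fluorescence, excitation 405 nm, 460/535 nm emission ratio, background-subtracted; Read-out: percent activation versus median 1 µM S1P response, basal-subtracted, per plate; Incubation: cells plated overnight, compound 4 h 37 °C, substrate 2 h RT.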
HTR1E antagonist: 5-HT1E (human) receptor antagonism; CHO 5-HT1E Ga15 NFAT-bla reporter, FRET, antagonist; inhibition, % at 6 µM; P28566; AID 571; 65,000 tested, 0.99% active;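 active = inhibition above a set limit, the mean inhibition across every tested compound plus 3 SD, cut at about 29% in these data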;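 also: signal is the 460 over 535 nm emission ratio of beta-lactamase substrate; 0% = agonist plus DMSO wells and 100% = wells without agonist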
RORA act: RORA (human) activation. P35398. CHO-K1 Gal4-RORA LBD luciferase reporter, luminescence; percent increase over mock-subtracted basal signal. activation, % at 10 µM. 65,000 tested, 1.5% active;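 active = activation above the mean of all tested compounds plus 3 SD, cut at about 49% in these data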;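 also: 0% = DMSO-treated RORA cells and 100% = added signal equal to DMSO minus mock-transfected cells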
Target sequence (P35398 whole entry, looked up, the tested form may be a part): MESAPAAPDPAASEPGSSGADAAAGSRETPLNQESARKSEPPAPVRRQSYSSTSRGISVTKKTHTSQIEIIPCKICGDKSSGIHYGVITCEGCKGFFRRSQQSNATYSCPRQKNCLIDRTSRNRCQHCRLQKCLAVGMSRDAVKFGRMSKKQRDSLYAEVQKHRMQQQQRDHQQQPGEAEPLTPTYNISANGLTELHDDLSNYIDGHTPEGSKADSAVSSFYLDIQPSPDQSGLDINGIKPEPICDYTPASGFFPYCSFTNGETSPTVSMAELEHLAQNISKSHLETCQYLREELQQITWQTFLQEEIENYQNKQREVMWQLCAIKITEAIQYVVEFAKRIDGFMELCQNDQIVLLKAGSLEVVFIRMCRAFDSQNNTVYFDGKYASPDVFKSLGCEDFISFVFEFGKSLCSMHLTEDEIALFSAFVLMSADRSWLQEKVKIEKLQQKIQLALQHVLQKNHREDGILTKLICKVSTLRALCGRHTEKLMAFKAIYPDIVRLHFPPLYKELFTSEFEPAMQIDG
AP complement: orthogonal test for alternative complement pathway inhibitors; Human serum alternative complement pathway, LPS-coated ELISA, C3 deposition; tested in compound mixtures; inhibition, % at 5 µM; 62,000 tested, 0.08% active; AID 1235;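 active = inhibition above 30% in each of the two pooled mixtures holding the compound, so the lower value exceeds 30%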;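 also: 0% = serum in Mg-EGTA without compound and 100% = EDTA serum blank; some compounds past the cut are filed as inactive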
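Medium: diluted human serum in Mg2+-EGTA GVB++. Assay system: human serum complement alternative pathway, C3 deposition onto LPS. Also added: Plate-bound LPS. Technique: Anti-C3 ELISA, OD 450 nm. Measure: percent inhibition. Incubation: 1 h at 37 °C. Dosing: 5 µM each compound, pools of ten, 50 µM per pool.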
S1P1 ag pot: agonists and agonism potentiators of human S1P1 receptor; P21453; S1P1 CRE-bla cells, forskolin, beta-lactamase FRET, potentiator mode; S1P1 agonist co-added at EC20, 2 nM; 100% = saturating reference agonist, 0% = basal; activation, % at 9.5 µM; 56,000 tested, 0.57% active; AID 449;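 active = activation above a cutoff set at the mean activation of all tested compounds plus 3 SD, cut at about 54% in these data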;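 also: forskolin at 4 µM as EC80 and the EC20 agonist is SEW2871; 100% = SEW2871 at its EC100 plus forskolin at EC80; some compounds past the cut are filed as inactive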
5HT1a antag: 5-HT1a (human) receptor antagonism. P08908. CHO 5-HT1a Ga15 NFAT-bla reporter, antagonist mode. inhibition, % at 10 µM. 62,000 tested, 0.68% active. AID 612;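 active = inhibition above the mean of all tested compounds plus 3 SD, cut at about 43% in these data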;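 also: receptor stimulated by 5-CT agonist at 100 nM near EC80; beta-lactamase reporter measured by ratiometric fluorescence of a cleavable substrate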
* = called active by the depositor; x = no result given.

SMILES | SF1 activator | HTR1E agonist | tolC growth inh | S1P3 agonist | HTR1E antagonist | RORA act | AP complement | S1P1 ag pot | 5HT1a antag
CCNc1nc(SCCOc2ccccc2)nc(N(C)C)n1 | -25 | -0.1 | 6 | -0.1 | 3 | -30 | -6 | -10 | -16
O=C1CCCN1CC(CN1CCOCC1)Sc1nc2ccccc2c(=O)n1-c1ccccc1 (centres undefined) | -4 | -0.7 | -8 | x | 1 | -17 | 7 | x | -5
Cn1c2c(c(=O)n(C)c1=O)C(c1cccc(Br)c1)C1C(=O)c3ccccc3C1=N2 (centres undefined) | 11 | -0.3 | -3 | -0.4 | -4 | -9 | 16 | -23 | -6
CC1CCN(C(=O)c2ccccc2NC(=O)c2cccc(S(=O)(=O)N3CCOCC3)c2)CC1 | -3 | -0.6 | -2 | 0.1 | -2 | -21 | 11 | -11 | -10
COC(=O)c1ccc(Cn2cnc3c(cnn3-c3ccc(F)cc3)c2=O)o1 | 8 | -0.7 | -1 | 0.5 | 7 | 14 | 9 | -6 | -5
O=C(C1CCCN(S(=O)(=O)c2ccccc2)C1)N1CCCCCC1 (centres undefined) | 12 | -0.1 | 3 | -0.1 | 5 | -4 | 10 | x | -11
CC(=O)Nc1ccc2c(c1)nc(CCN1CCN(C)CC1)n2C | -10 | 0.9 | -31 | -0.4 | -7 | -20 | -6 | -8 | -18
CCCc1nc2ccccc2n2cc3c(=O)n(C)c(=O)n(C)c3c12 | 2 | -0.2 | -6 | 0.0 | 9 | -13 | -4 | -35 | 6
COc1cc(-c2nc3n(n2)C(c2cccc(OC)c2OC)C2=C(CCCC2=O)N3)cc(OC)c1OC (centres undefined) | 13 | -0.5 | 0 | 0.5 | 21 | 5 | 5 | -42 | 0
CCOC(=O)N1CCN(C(=O)CSc2ccc(Cl)cc2)CC1 | 9 | 0.3 | -16 | -0.8 | 0 | 11 | 3 | -8 | 6
Nc1nonc1N1CCCCC1 | 11 | 1.0 | -2 | -0.4 | 6 | 7 | -1 | 9 | -1
Cn1nnnc1SCC(=O)Nc1ccc(Oc2ccc(Cl)cc2)cc1 | -11 | -0.6 | 1 | -0.4 | 15 | -13 | 0 | x | 6
CCCCNC(=O)c1c(N)n(/N=C/c2cccnc2)c2nc3ccccc3nc12 | -1 | -0.1 | 4 | -4.1 | 1 | -18 | x | -3 | x
Cc1ccc(C(C)C)c(OCC(=O)Nc2ccc(N3CCN(S(C)(=O)=O)CC3)cc2)c1 | -8 | 3.6 | -4 | -0.5 | -8 | -26 | 25 | x | 6
CCCn1c(-c2ccc(F)cc2)cnc1SCC(=O)O | 2 | -0.8 | 11 | -0.8 | -2 | -2 | 2 | 7 | -1
O=S(=O)(c1ccc2c(c1)OCCO2)N1CCC(n2cnc3cc(F)ccc32)CC1 | -13 | -0.4 | 36 | -0.5 | 9 | -10 | 4 | 29 | -2
O=C(CCSCCC(=O)NCCN1CCOCC1)NCCN1CCOCC1 | -15 | -0.6 | -22 | -0.7 | 15 | 9 | 14 | 21 | 4
O=C(CSc1nc2ccccc2s1)Nc1ncccn1 | -8 | 1.1 | x | -0.9 | -7 | 29 | 1 | -22 | 0
Cc1cccc(C)c1OCC(O)CNS(=O)(=O)c1ccccc1C(=O)N1CCOCC1 (centres undefined) | 9 | -0.3 | 0 | -0.6 | 6 | -2 | x | -2 | x
C=CCNc1nc(-c2ccccc2)nc(-n2ccnc2)n1 | 4 | 1.6 | 30 | -0.9 | 14 | -4 | 13 | -18 | 8
CC(=O)N1c2c(cc(Br)cc2S(=O)(=O)NCc2cccnc2)CC1C (centres undefined) | -5 | -1.4 | -4 | x | 10 | 3 | 17 | x | -2
O=C(CCCOc1ccccc1)Nc1nccs1 | -2 | -0.2 | 2 | -0.1 | 2 | -24 | 11 | 16 | 1
Cc1cccc(NC(=O)Cn2cnc3sc(C)c(S(=O)(=O)N4CCC(C)CC4)c3c2=O)n1 | -7 | 0.6 | 0 | x | 13 | -8 | 3 | x | -5
O=C(OCCN1C(=O)c2ccccc2C1=O)c1cc(S(=O)(=O)N2CCOCC2)ccc1F | -11 | -0.2 | -5 | 0.1 | 9 | -9 | 23 | 26 | 24
COc1cccc(-n2nnc3c(=O)n(CC(=O)NCC4CCCO4)cnc32)c1 (centres undefined) | -6 | -0.1 | -16 | 0.0 | 1 | 6 | 9 | -13 | -14
CCOC(=O)c1c(C)[nH]c(NC(=O)N2CCOCC2)c1C | -8 | 0.2 | -20 | 0.4 | -8 | -2 | 21 | -22 | -7
CCNC(=O)C1CCCN1S(=O)(=O)c1ccc(OC)cc1 (centres undefined) | -2 | -0.5 | -25 | x | 8 | -13 | 9 | x | 1
CCCCCn1c(SCCc2ccccc2)nc2c1c(=O)[nH]c(=O)n2C | -11 | -0.1 | 9 | -1.1 | 12 | -19 | 11 | 3 | -17
Cc1ccc(CNC(=O)c2cc3c(-c4ccc(Cl)cc4)nn(C)c3s2)o1 | -2 | 0.4 | 16 | -0.4 | 4 | 22 | 12 | -9 | 38
C=C(C)Cn1c(CNC(C)=O)nc2ccccc21 | 9 | 1.0 | -5 | 0.4 | 1 | -11 | 14 | -5 | 1
CCc1ccc2oc(=O)cc(CN3CCC(C)CC3)c2c1 | -16 | -0.8 | 18 | -0.8 | 12 | 26 | -10 | -17 | 20
N#Cc1ccccc1NC(=O)CSc1nnc(-c2ccccc2)n1-c1ccccc1 | -1 | 0.6 | 17 | -0.8 | -7 | -11 | -5 | 5 | 10
COC(=O)C1=C(C)NC(=O)CC1c1ccc(C(=O)OC)cc1 (centres undefined) | 4 | 0.7 | -12 | 0.5 | -15 | 18 | 3 | -15 | -8
Cc1c(C(=O)N2CCN(c3ccc(F)cc3)CC2)sc2nc(-c3ccccc3)cn12 | 2 | 0.0 | -8 | 0.2 | -1 | 18 | 8 | -3 | -7
CCCOC(=O)Nc1sc2c(c1C(=O)OCC)CCC2 | 8 | 0.2 | 53 | -0.7 | -3 | 8 | -1 | -8 | 0
CC(=O)Nc1nonc1-n1nnc(C(=O)NCc2ccccc2)c1C | -3 | -1.0 | -9 | 0.0 | 2 | 5 | 15 | 4 | -3
CCC(C)(C)n1nnnc1C(c1ccc(OC)c(OC)c1)N1CCN(c2ccc(F)cc2)CC1 (centres undefined) | 13 | -0.9 | 3 | -0.6 | 5 | 26 | 5 | 14 | 30
COc1ccc(Br)cc1C1CC(=O)N2CN(Cc3ccccc3)CSC2=C1C#N (centres undefined) | 2 | -1.3 | -11 | -0.1 | 3 | -16 | -5 | -16 | 21
Cc1oc(C(=O)O)cc1COc1ccc2c3c(c(=O)oc2c1C)CCCC3 | 8 | 0.6 | 32 | -0.7 | 0 | -13 | 1 | -2 | -6
O=C1c2ccccc2C(=O)N1Cc1nc2ccccc2c(=O)n1Cc1ccco1 | -11 | 0.2 | -12 | -1.0 | -1 | -15 | 14 | 6 | 8
C=CCOc1ccccc1CNn1nnnc1N | -2 | 1.1 | -8 | -0.9 | -3 | -9 | 0 | -2 | -14
Cc1nc(C)n(C(=O)N(c2ccccc2)c2ccccc2)n1 | 6 | -0.4 | -9 | -0.7 | -2 | -3 | 7 | -9 | 4
Cc1cc(S(=O)(=O)NCC(C)C)ccc1OCC(=O)NCc1ccccn1 | -6 | -0.9 | -4 | -1.2 | 8 | -20 | -8 | -5 | -2
CCOc1cccc(N2C(=O)CC(N3CCC(C(N)=O)(N4CCCCC4)CC3)C2=O)c1 (centres undefined) | 8 | 0.7 | -2 | -0.5 | -2 | 8 | 1 | x | -9
Cc1ccc(CNc2ccc(N3CCOCC3)c(C(=O)O)c2)s1 | -1 | 0.0 | 0 | -1.3 | 4 | -16 | -7 | -12 | 10
COc1ccc(-n2ccnc2SCC(=O)Nc2ccc(OC)cc2OC)cc1 | 8 | -0.8 | 22 | -0.3 | 1 | -4 | 20 | -6 | -1
COC(=O)c1ccccc1NC(=O)CSc1nc(N)cc(N)n1 | 1 | 0.5 | -5 | 0.8 | 11 | 1 | 8 | -7 | 4
CNC(=O)CN(C1CCCCC1)S(=O)(=O)c1ccc(F)cc1 | 2 | 0.9 | 2 | 0.1 | -3 | -2 | 4 | -5 | 4

Gathered by group, the compounds so far containing two or more sulfur atoms.
SMILES | SF1 activator | HTR1E agonist | tolC growth inh | S1P3 agonist | HTR1E antagonist | RORA act | AP complement | S1P1 ag pot | 5HT1a antag
O=C(CSc1nc2ccccc2s1)Nc1ncccn1 | -8 | 1.1 | x | -0.9 | -7 | 29 | 1 | -22 | 0
Cc1cccc(NC(=O)Cn2cnc3sc(C)c(S(=O)(=O)N4CCC(C)CC4)c3c2=O)n1 | -7 | 0.6 | 0 | x | 13 | -8 | 3 | x | -5

(list continues)
SMILES | SF1 activator | HTR1E agonist | tolC growth inh | S1P3 agonist | HTR1E antagonist | RORA act | AP complement | S1P1 ag pot | 5HT1a antag
COc1ccc(OC)c(NC(=O)Cc2nn(C)c(=O)c3ccccc23)c1 | -12 | -0.9 | -11 | -0.6 | -7 | -12 | 16 | 0 | -12
COc1ccc(CCN2C(=O)C3C4C=CC(C4)C3C2=O)cc1OC (centres undefined) | 19 | 0.6 | 1 | -0.6 | -3 | -4 | -2 | x | -14
CCOC(=O)Cn1c(=O)c2c(nc(N3CCCCC3)n2Cc2ccccc2)n(C)c1=O | 10 | 0.5 | 33 | -1.4 | 8 | -18 | 2 | -7 | 18
N#Cc1c(N)c(C(=O)c2ccc(Br)cc2)n2c1CCC2 | 24 | -0.6 | 13 | -1.7 | 12 | -12 | 24 | 10 | 6
CC1CCC/C(=C\Nc2ccccc2C(=O)O)C1=O (centres undefined) | -19 | 0.5 | 4 | -0.2 | 0 | -2 | 18 | -18 | 4
CNc1nc(C)nc(-n2nc(C)cc2C)n1 | 4 | 0.5 | -2 | -0.3 | 4 | 13 | 12 | x | -5
c1nc(N2CCNCC2)c2sc3nc(N4CCOCC4)c4c(c3c2n1)CCC4 | -7 | 1.2 | -1 | x | -1 | -4 | 8 | x | 7
CC1(C)Cc2ccccc2C(/C(=N/O)C(N)=O)=N1 | 21 | -1.6 | -13 | -0.2 | 3 | 7 | -9 | 12 | 11
CCOC(=O)c1n[nH]c2ccccc12 | 14 | -0.4 | 0 | -1.6 | 4 | -1 | x | 1 | x
Cc1c(-c2ccccc2)sc(N)c1C(=O)N1CCOCC1 | 4 | 0.5 | -15 | 1.6 | -9 | 13 | 2 | -1 | 7
Cc1cccc(NC(=O)CCn2ccnc2C)c1 | 12 | -1.1 | 1 | -0.9 | 5 | 6 | 7 | 8 | 15
